H9c2 TAG inh = inhibitors of triacylglycerol accumulation | H9c2 cells, Nile Red lipid (TAG) fluorescence; cells loaded with 200 µM oleic acid | inhibition, % at 12.5 µM | hit rate 0.66% among 230,000 | AID 651582;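 active = pattern-corrected inhibition of lipid staining of at least 50% with the nuclear-stain viability signal not falling by more than 50%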;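 also: 0% = DMSO wells and 100% = triacsin C control wells; some results filed as inactive read as strong as hits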
H9c2 TAG inh DAPI viability = recorded beside H9c2 TAG inh, whose call it bears; DAPI nuclei signal change (viability), lower = more cytotoxic, %;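 whole-well DAPI fluorescence read on a plate reader as a viability signal; minus 50 percent equals half of cells still viable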
* hit, by the source's call.

SMILES | H9c2 TAG inh | H9c2 TAG inh DAPI viability
CCCCNC(=O)C1(C)CCCCN1C(=O)c1sccc1C (stereo not drawn) | 8 | 8
COc1cc(C#Cc2ccc3cc(CCO)oc(=O)c3c2)cc(OC)c1 | 9 | 4
CC(C)CCNC(=O)NC(=O)COC(=O)/C=C/c1cnc2ccccc2n1 | 4 | 2
CSc1ccccc1NC(=O)c1cc(S(=O)(=O)N(C)C)ccc1N1CCCC1 | -10 | -6
CCOc1ccc(CC(=O)Nc2cc(=O)n(C)c(=O)n2C)cc1 | -1 | -11
COC(=O)[C@@]12CCCCN1[C@H](c1ccc(-c3cc(C(C)=O)cs3)c(OC)c1)[C@H]1C(=O)N(C)C(=O)[C@H]12 | 6 | 45
CCCCCCOc1ccc(-c2ccc(C#N)cn2)cc1 | -12 | 10
COc1ccc(-n2c(SC3CCOC3=O)nc3ccccc3c2=O)cc1Cl (stereo not drawn) | -16 | 4
Cc1nc2ccc(C(=O)NCc3ccc4c(c3)OCO4)cc2s1 | -5 | -9
CC1(C)CC(=O)C=C(NNC(=O)c2ccccc2)C1 | 1 | 5
c1ccc(N2CCN(c3nc(-c4cccs4)nc4ccccc34)CC2)cc1 | -5 | 44
CC(C)c1c(C(=O)Nc2ccccc2)c(-c2ccccc2)c(-c2ccc(F)cc2)n1CC[C@@H](O)C[C@@H](O)CC(=O)O | -15 | -8
Oc1ccccc1-c1nnco1 | -2 | 6
CC(=O)Nc1ccc2c(c1)C(=O)N(c1cccc3ccccc13)C2=O | -7 | -5
O=C(NCc1ccccc1)C12CC3CC(CC(Cl)(C3)C1)C2 | -12 | -2
CCN(CC)C(=O)C1CCCN(c2ccc([N+](=O)[O-])cc2/C=N/NC(=O)c2cccc(O)c2)C1 (stereo not drawn) | 0 | -5
O=C1CSC(=S)N1N=Cc1c(F)cccc1Cl | -12 | -2
CCN(Cc1ccccc1)C(=O)CC1Oc2ccccc2NC1=O (stereo not drawn) | -6 | 5
COc1ccc(S(=O)(=O)N2CCCCCC2)cc1C(=O)OCC(=O)NC(C)(C)C | 3 | 4
COc1ccc2sc(-c3ccc(SC)cc3)c(C#CCO)c2c1 | -52 | 109
CCS(=O)(=O)c1ccc(-c2cccc(NC(=O)c3ccco3)c2)nn1 | 3 | -4
CN(C)S(=O)(=O)c1cccc(NC(=O)c2cccc(S(=O)(=O)N3CCCCC3)c2)c1 | -12 | 6
O=C(N1CCCCC1)C1(S(=O)(=O)c2ccccc2)CC=CC1 | -7 | 0
Cc1ccc(S(=O)(=O)N2CCCC2C(=O)N(C)Cc2cccs2)cc1 (stereo not drawn) | -1 | 5
COc1cccc(NC(=O)CSc2nnc(-c3cc(C)n(-c4ccccc4)c3C)o2)c1 | 8 | -12

Next part; the last 3 above are carried over.
SMILES | H9c2 TAG inh | H9c2 TAG inh DAPI viability
O=C(N1CCCCC1)C1(S(=O)(=O)c2ccccc2)CC=CC1 | -7 | 0
Cc1ccc(S(=O)(=O)N2CCCC2C(=O)N(C)Cc2cccs2)cc1 (stereo not drawn) | -1 | 5
COc1cccc(NC(=O)CSc2nnc(-c3cc(C)n(-c4ccccc4)c3C)o2)c1 | 8 | -12
N#C/C(=N\Nc1cccc(C(F)(F)F)c1)C(=O)c1ccsc1 | 8 | -3
O=C(NNC(=O)c1ccccc1O)c1ccccc1O | 23 | -25
CC(C)(C)c1ccc(C(=O)COC(=O)CN2C(=O)NC3(CCCC3)C2=O)cc1 | 11 | 4
CCOc1cc(CNc2ncnc3nc[nH]c23)ccc1OC | -20 | 6
CC(=O)C[C@H]1c2ccccc2S(=O)(=O)N1c1ccccc1 | -2 | 1
N#CCCCc1cc2ccccc2cn1 | 17 | -8
Cc1ccc2nc(C)c3c(c2c1)SCC3 | -6 | 8
Cn1cc(S(=O)(=O)Nc2cccc3ccccc23)c(=O)n(C)c1=O | -3 | -9
CC(NC(=O)COC(=O)CSc1ccc(F)cc1)c1ccc(F)cc1 (stereo not drawn) | -6 | -5
CCOC(=O)N1CCN(C(=O)C2CCN(C(=O)c3ccc([N+](=O)[O-])cc3)CC2)CC1 | 9 | -6
O=C(NCCC1CCCCN1S(=O)(=O)c1ccc(F)cc1)C(=O)Nc1ccccc1 (stereo not drawn) | -1 | 1
O=C(CN1CCCc2ccccc21)Nc1cccc(S(=O)(=O)N2CCOCC2)c1 | -2 | -3
Cc1nc2ccccc2c2c1C(=O)N(Cc1cccnc1)C2=O | -15 | 21
COc1ccc(C2NC(=S)NC3=C2CCCC3=C2SCCS2)cc1 (stereo not drawn) | 36 | -30
COC(=O)[C@H](Cc1ccc(O)cc1)NC(=O)Cn1cnc2c(OCc3ccccc3)ncnc21 | 6 | -3
NS(=O)(=O)c1cccc(NC(=O)COC(=O)CC2Sc3ccccc3NC2=O)c1 (stereo not drawn) | 8 | 3
COCC(=O)N1CCCC(C(=O)c2ccc3c4c(cccc24)CC3)C1 (stereo not drawn) | 8 | -2
O=C(CSC1CS(=O)(=O)c2cc([N+](=O)[O-])ccc21)NNC(=O)c1ccc(Cl)cc1 (stereo not drawn) | -2 | 0
O=C(NCCCN1CCOCC1)C1CCN(S(=O)(=O)c2ccccc2)CC1 | 0 | -13
COc1ccc(CNC(=O)CN(Cc2ccc(C)cc2)S(=O)(=O)c2ccc(Cl)cc2)cc1 | -31 | -2
CCn1cc(SCC(=O)NCC2CCCO2)c2ccccc21 (stereo not drawn) | 9 | -10
COC(=O)c1ccc(Oc2nc(C(N)=O)cc(-c3ccccc3)n2)cc1 | 2 | 1
Cc1nc(-c2ccc(Cl)cc2)sc1C1(C)CC(c2ccc(OC(F)(F)F)cc2)=NO1 (stereo not drawn) | -2 | -1
COc1ccc(C(=O)n2ncc(C#N)c2N)cc1 | 7 | 1
O=C(NCc1ccco1)c1cc(S(=O)(=O)N2CCCc3ccccc32)ccc1Cl | -27 | 4

Following part.
SMILES | H9c2 TAG inh | H9c2 TAG inh DAPI viability
CCOc1ccc(NC(=O)C(C)Sc2nnc(C)n2C)cc1 (stereo not drawn) | 4 | -1
Cc1cc(C(=O)COC(=O)c2ccc(O)cc2O)c(C)n1-c1ccc(OC(F)F)cc1 | -34 | 8
Cc1cccnc1C1=NOC(Cc2ccccc2)C(=O)N1Cc1ccc(F)cc1 (stereo not drawn) | -6 | -4
Cn1c(N)c(C(=O)COC(=O)CCCN2C(=O)c3ccccc3C2=O)c(=O)n(C)c1=O | -89 | 0
CCOC(=O)C1CCCN(c2c(NCCN3CCCCC3CC)c(=O)c2=O)C1 (stereo not drawn) | 7 | 6
Cc1cc(C)n(-c2ccc(C(=O)NCc3ccc4c(c3)OCO4)cc2)n1 | -1 | -2
O=C(C[C@H]1C(=O)N(Cc2ccccc2)C[C@@H]1c1ccc(Br)cc1)Nc1ccc(Br)cc1 | -10 | -5
COc1ccc(OCC(O)CNC(=O)Nc2ccc(F)cc2)cc1 (stereo not drawn) | 6 | -7
NC(=O)C(c1ccccc1)C1CCCC1 (stereo not drawn) | -19 | 7
OC(COc1ccc(CNCCc2ccc(C(F)(F)F)cc2)cc1)CN1CCCCC1 (stereo not drawn) | 37 | 21
CCOC(=O)[C@@H]1[C@H]2COc3cc(OC)ccc3[C@H]2N2C(=O)N(c3cccc(C)c3)C(=O)[C@]12C | 5 | -3
O=C(C1CCN(c2nc3nonc3nc2N2CCCCC2)CC1)N1CCOCC1 | 10 | -7
CC1Cc2ccccc2N1C(=O)CCS(=O)(=O)c1cccc2nonc12 (stereo not drawn) | 4 | 15
CCCCCCCC(=O)Nc1cc(C(=O)NCc2ccc(C)cc2)ccc1N1CCC2(CC1)CC(c1ccccc1)=NO2 | -7 | 0
C[C@@H]1CN([C@H](C)CO)C(=O)CCCn2cc(nn2)CO[C@H]1CN(C)C(=O)Nc1cccc(Oc2ccccn2)c1 | 0 | -1
CC(S(=O)(=O)c1ccccc1)S(=O)(=O)c1ccccc1 | 3 | -5
Cc1ccc(NC(=O)Cn2ccc([N+](=O)[O-])n2)cc1Cl | -8 | -13
O=C(Nc1ccc(OC(F)(F)F)cc1)c1[nH]ncc1[N+](=O)[O-] | -5 | 3
CCOC(=O)NC(=O)C(=CNc1cccc(C)c1)C(=O)NC(=O)OCC | 6 | -1
CCOC(=O)c1c(N)sc(C(C)=O)c1C | 15 | -12
CCOC(=O)c1c(C(F)(F)F)nc2ncccn12 | 7 | 3
CCCCN1C(=O)C(O)=C(C(C)=O)C1c1ccccc1[N+](=O)[O-] (stereo not drawn) | -2 | 7
Cc1nc(S(=O)(=O)c2ccc(Cl)cc2)nc2c1CCC2 | -15 | 15
Clc1ccccc1C(c1ccccc1)(c1ccccc1)n1ccnc1 | -30 | 1
CCOC(=O)C1(C)CCN1C(=O)c1ccccc1Br (stereo not drawn) | -17 | 2

Other entries follow.
SMILES | H9c2 TAG inh | H9c2 TAG inh DAPI viability
Cc1ccc(F)cc1NC(=O)COC(=O)c1ccc2ncsc2c1 | -2 | 6
COc1ccccc1C(=O)N1CCN(S(=O)(=O)Cc2ccccc2)CC1 | -6 | -9
O=C(NC(=O)c1ccccc1Cl)C(=O)Nc1ccc(Cl)cc1 | 2 | 2
COc1ccc(OC)c(NC(=O)COC(=O)c2ccc(OC)c(S(=O)(=O)N3CCOCC3)c2)c1 | -2 | 3
COc1ccccc1C(=O)OCC(=O)c1cccc([N+](=O)[O-])c1 | -5 | 5
CCN(CC)CCCN1C(=O)C(=O)/C(=C(/O)c2ccccc2)C1c1cc(OC)ccc1OC (stereo not drawn) | 9 | 9
CCOc1ncccc1C(=O)N1CCN(S(=O)(=O)c2ccccc2)CC1 | -9 | 4
Cn1c(NCCN(CCO)CCCc2ccc([N+](=O)[O-])cc2)cc(=O)n(C)c1=O | 3 | -2
CCc1nnc(NC(=O)CSc2ncc(-c3ccccc3)n2CC)s1 | -6 | 19
O=C1NC(=S)N/C1=C/c1cccnc1 | 0 | 1
CNC(=O)CC1C(=O)N(c2ccc(OC)cc2)C(=S)N1NC(=O)c1cccc(F)c1 (stereo not drawn) | 122 | -91
COc1cc(C(=O)NCC(=O)NNC(=O)C2COc3ccccc3O2)cc(OC)c1OC (stereo not drawn) | 18 | -2
COCCn1c(SCC(=O)N2CCCC2)nnc1-c1ccoc1C | 1 | 2
OC(CC#CCN1CCCC1)(c1ccccc1)c1ccccc1 | 0 | 5
O=C1[C@H]2[C@@H](c3ccc(F)cc3)N3C(=O)N(c4cccc(Cl)c4)C(=O)[C@@]3(Cc3ccccc3)[C@H]2C(=O)N1C1CCCCC1 | 19 | -10
COc1ccc(C2Nc3ccccc3C(=O)N2NS(=O)(=O)c2ccccc2)cc1OC (stereo not drawn) | -23 | 9
O=C(NNC(=O)c1nn(-c2ccc(F)cc2)ccc1=O)Nc1cccc(Cl)c1 | 5 | -8
CCOC(=O)N1CCN(S(=O)(=O)c2cccc3nsnc23)CC1 | 6 | -8
Clc1ccc(-c2nnc(N3CCCC3)nn2)cc1 | -2 | 2
CCOc1ccccc1C(=O)N/N=C/c1coc2ccc(C)cc2c1=O | 23 | -2
C=CCC(Nc1ccccc1)c1cccc(OC)c1OC (stereo not drawn) | -15 | 0
Cc1c(OCC(=O)C(C)(C)C)ccc2c(-c3ccccc3)cc(=O)oc12 | -13 | 7
COC(=O)CCCC[C@@H]1SC[C@@H](NC(=O)OC)[C@@H]1NC(=O)OC | 4 | 11
O=S(=O)([N-]c1nc2ccccc2nc1-[n+]1ccccc1)c1ccc(F)cc1 | 9 | 3
CCOC(=O)c1c(-c2ccccc2)oc2ccc(O)c(CN(C)C)c12 | 48 | -9

Quoted from the entries so far (6 entries):
SMILES | H9c2 TAG inh | H9c2 TAG inh DAPI viability
CCOc1ccccc1C(=O)N/N=C/c1coc2ccc(C)cc2c1=O | 23 | -2
C=CCC(Nc1ccccc1)c1cccc(OC)c1OC (stereo not drawn) | -15 | 0
Cc1c(OCC(=O)C(C)(C)C)ccc2c(-c3ccccc3)cc(=O)oc12 | -13 | 7
COC(=O)CCCC[C@@H]1SC[C@@H](NC(=O)OC)[C@@H]1NC(=O)OC | 4 | 11
O=S(=O)([N-]c1nc2ccccc2nc1-[n+]1ccccc1)c1ccc(F)cc1 | 9 | 3
CCOC(=O)c1c(-c2ccccc2)oc2ccc(O)c(CN(C)C)c12 | 48 | -9

Quoted from the listing.
Cn1c(NCCN(CCO)CCCc2ccc([N+](=O)[O-])cc2)cc(=O)n(C)c1=O in H9c2 TAG inh DAPI viability: -2
CCOC(=O)N1CCN(S(=O)(=O)c2cccc3nsnc23)CC1 in H9c2 TAG inh DAPI viability: -8

The list goes on.
SMILES | H9c2 TAG inh | H9c2 TAG inh DAPI viability
NC(=O)CSc1ncnc2c1oc1ccccc12 | 7 | 5
COc1cc(C(=O)OCC(=O)NCc2ccccc2)cc(NC(=O)c2ccco2)c1OC | -17 | 15
COc1cc(CN2CCNC(=O)C2CC(=O)O)cc(OC)c1 (stereo not drawn) | 10 | -4
Cc1ccc(NC(=S)/C(=C(\[O-])c2ccc(Cl)s2)[n+]2cccc(CO)c2)cc1C | 8 | -8
COC(=O)c1ccccc1S(=O)(=O)N1CCC(C(=O)NCCC2=CCCCC2)CC1 | 8 | -5
CCOC(=O)N1CCN(S(=O)(=O)N2CCCC(C(=O)NCc3cc(Br)ccc3OC)C2)CC1 (stereo not drawn) | -6 | 12
CC(C)[C@H](NC(=O)c1ccccc1Cl)C(=O)NC1CCCCCC1 | -8 | 5
COc1ccc(OC)c(NC(=S)NCc2ccccc2OC)c1 | -15 | 14
Cc1ccc(Cn2ccsc2=NC(=O)COC(=O)c2ccc(NC(=O)CC#N)cc2)cc1 | -73 | 12
CCOC(=O)C1CCCN(C(=O)Cn2ncc3c(=O)oc4ccc(C)cc4c32)C1 (stereo not drawn) | 2 | 4
COCc1cc(CN2CCCC(CNC(=O)c3ccc(F)cc3)C2)ccc1OC (stereo not drawn) | 3 | -4
Cc1nn(C(C)C)c(C)c1CN1CCCC(C(=O)c2cccc(OC(C)C)c2)C1 (stereo not drawn) | -8 | 11
CCN(C(=O)CSc1nnc(CNc2cccc(OC)c2)n1C1CCCCC1)C1CCS(=O)(=O)C1 (stereo not drawn) | 2 | -5
Cc1ccc(C)c(NC(=O)CN(C)C(=O)COc2ccc3ccccc3c2)c1 | 23 | -1
CCC(C)[C@H](NC(=O)Nc1ccccc1F)C(=O)O (stereo partly drawn) | 10 | 10
CCOC(=O)CCc1cnccc1-c1cccc(OC)c1O | -24 | -3

Screening data (PubChem BioAssay)

Only part of the results is shown; the hit share may differ from the screen's.
